Screens (PubChem BioAssay)
NCI-60 one-dose screen, 48 h, at 10 µM unless noted. Numbers give growth in % (100 = growth as untreated, 0 = no growth, -100 = all killed).
BT-549 = BT-549 breast cancer; 4.4% of 78,000 active
UACC-257 = UACC-257 melanoma | AID 1794764 | 4.4% of 78,000 active
LOX IMVI = LOX IMVI melanoma. 7.4% of 79,000 active. AID 1794757
UACC-62 = UACC-62 melanoma; 5.4% of 81,000 active; AID 1794756
MCF7 = MCF7 breast cancer. 6.3% of 82,000 active. AID 1794796
MALME-3M = MALME-3M melanoma; 5.8% of 78,000 active
HS 578T = HS 578T breast cancer | 4.1% of 78,000 active | AID 1794788
T-47D = T-47D breast cancer; 5% of 79,000 active
Numbers without * were called inactive; / = no result given. Rule for the calls: active = growth percent below 10; inactive = the rest.

SMILES | BT-549 | UACC-257 | LOX IMVI | UACC-62 | MCF7 | MALME-3M | HS 578T | T-47D
c1ccc(-n2ccc3c2-c2oncc2CC3)cc1 | 101.6 | 100.6 | 100.0 | 101.2 | 93.6 | / | 103.7 | 90.0
O=C(CC(=O)c1ccccc1)CC(O)(/C=C/c1ccccc1)c1ccccc1 (stereo unspecified) | 94.1 | 107.3 | 66.2 | 84.1 | 24.5 | 80.8 | 110.4 | 88.7
Cc1nc2ccccc2nc1SCc1nnc(Nc2ccc(Cl)cc2)s1 | 95.1 | 107.3 | 91.1 | / | 87.1 | 97.2 | 88.3 | 88.0
NC(N)=NN=c1c(=O)c2ccccc2c1=O | 92.3 | 106.0 | -44.9* | 102.6 | / | -96.4* | 109.0 | 115.9
COc1cc(C=O)cc([N+](=O)[O-])c1O | 119.2 | 94.2 | 105.5 | 105.9 | 100.7 | 115.2 | 112.1 | 105.9
COc1cc2[nH]c(C(=O)c3cc(OC)c(OC)c(OC)c3)c(N)c2cc1C#CCO | 54.0 | 71.2 | 39.4 | 31.2 | 10.1 | 31.7 | 19.8 | 56.0
O=S(=O)(O)C(Nc1ccccc1)c1ccccc1 (stereo unspecified) | / | 140.2 | 93.8 | 88.9 | 98.5 | / | 93.2 | 93.7
CCOC(=O)c1c2c(c(C)n1C)-c1ncncc1CC2 | / | 119.4 | 101.3 | 47.8 | 99.4 | 201.8 | 41.9 | 92.1
CCN(CC)c1nc(SCc2ccccc2Cl)ncc1C | 133.9 | 106.1 | 95.9 | 81.2 | 106.4 | 114.5 | 124.1 | 86.3
C[C@]12CCC(=O)C=C1C=CC1C2CC[C@@]2(C)C1CC[C@@]21CCC(=O)O1 (stereo partly specified) | 81.9 | 132.6 | 93.6 | 86.3 | 98.3 | 80.1 | 102.2 | 89.4
O=C1OCC/C1=C/OCCCCO/C=C1/CCOC1=O | 135.0 | 102.6 | 93.4 | 98.5 | 93.7 | 107.4 | 97.8 | 98.8
CCN(CC)S(=O)(=O)c1ccc(Nc2ccccc2OC)c(N)c1 | 61.5 | 88.8 | 92.6 | 85.3 | 97.6 | 82.5 | 109.5 | 100.3
c1ccc(Cn2ccnc2C2OCCO2)cc1 | 101.4 | 104.9 | 111.8 | 110.3 | 99.7 | 109.7 | 89.4 | 100.9
Cc1ccc([N+](=O)[O-])c(C(=O)Nc2ccc(-c3ccc4c(c3)NC(=O)/C4=C\c3ccc[nH]3)cc2)c1 | 97.5 | 81.4 | 21.9 | 39.5 | -47.7* | 55.5 | 67.2 | -15.7*
Nc1ccc(S(=O)(=O)NC2C(O)OC(CO)C(O)C2O)cc1 (stereo unspecified) | 98.2 | 95.2 | 103.2 | 102.0 | 99.6 | 158.3 | 107.4 | 104.1
COc1ccc(/C=C2\CN(Cc3cn(CCCNc4ccnc5cc(Cl)ccc45)nn3)C/C(=C\c3ccc(OC)cc3)C2=O)cc1 | 44.3 | 56.0 | 35.5 | / | 43.5 | 98.4 | 81.5 | 102.2
O=C(OCCCOC(=O)c1cccc2c(=O)c3ccccc3[nH]c12)c1cccc2c(=O)c3ccccc3[nH]c12 | 102.3 | 98.4 | 102.0 | 96.6 | 87.7 | 96.1 | 85.8 | 106.2
COc1ccc(-c2nc3sccn3c2-c2nc3c([nH]2)C(=O)c2ccccc2C3=O)cc1 | 112.3 | 89.2 | 90.7 | 82.2 | 83.8 | 150.6 | 90.6 | 72.0
CC(=O)c1cc(Cl)ccc1Cl | 102.1 | 104.3 | 96.8 | 105.3 | 97.1 | 85.1 | 110.0 | /
Cc1nnc(NC(=O)c2ccccc2O)nc1C | 103.7 | 97.8 | 100.9 | 97.6 | 96.7 | 103.5 | 101.1 | 97.0
Cc1cc(=O)c2c(C)nn(-c3ccccc3)c2[nH]1 | 110.8 | 98.2 | 99.1 | 82.1 | 84.8 | 100.2 | 84.8 | /
Cc1cc2[nH]c(=S)[nH]c2cc1C | 92.2 | 120.4 | 99.6 | 109.0 | 96.3 | / | 91.7 | 89.6
O=S(=O)(NCCCNc1nccc(-c2[nH]c(-c3ccccc3)nc2-c2ccc(Cl)c(O)c2)n1)c1cccc2ccccc12 | 46.0 | 27.0 | 19.8 | 17.4 | 16.4 | 6.4* | 44.0 | 21.9
CC(=O)Nc1cc(N2CCOCC2)c2nc(NC(=O)c3[nH]c(C)c(Cl)c3Cl)sc2c1 | 74.1 | 84.8 | 57.0 | 94.8 | 67.1 | 54.7 | 31.3 | 46.9
O=c1nc(-c2ccccc2)c2cc(-c3ccc(N4CCCC4)nc3)ccc2[nH]1 | 64.0 | 88.6 | 57.2 | 57.2 | 35.4 | 89.6 | 67.8 | 62.3
CCOC(=O)/C=C/C(=O)N1CCN(C(=O)/C=C/C(=O)OCC)C(C)C1 (stereo unspecified) | 123.3 | 113.7 | 98.8 | 91.4 | 91.6 | 103.3 | 105.7 | 109.8
Clc1ccccc1-c1nc2ccccc2n2cccc12 | 116.7 | 111.6 | 103.5 | 98.6 | 109.1 | 110.8 | / | 99.5
O=[N+]([O-])c1ccc(-c2cc(-c3ccc(Nc4nc(Nc5ccc(Cl)cc5)nc(Nc5ccc(Cl)cc5)n4)cc3)no2)cc1 | 102.6 | 105.2 | 84.4 | 95.7 | 83.1 | 96.3 | 99.9 | 97.2
CCNCCNc1cc(-c2ccc(S(C)=O)cc2)c(C#N)c2nc3ccccc3n12 (stereo unspecified) | 103.5 | 95.6 | 84.1 | 101.9 | 93.4 | 106.4 | 89.9 | 76.8
CC(=NCCN)c1nc2ccccc2n1CCBr | 99.5 | 108.4 | 93.3 | 92.9 | 87.2 | / | 105.3 | 103.3

An excerpt from above in order of formula weight, smallest number first.
SMILES | BT-549 | UACC-257 | LOX IMVI | UACC-62 | MCF7 | MALME-3M | HS 578T | T-47D
Clc1ccccc1-c1nc2ccccc2n2cccc12 | 116.7 | 111.6 | 103.5 | 98.6 | 109.1 | 110.8 | / | 99.5
CC(=NCCN)c1nc2ccccc2n1CCBr | 99.5 | 108.4 | 93.3 | 92.9 | 87.2 | / | 105.3 | 103.3
CCNCCNc1cc(-c2ccc(S(C)=O)cc2)c(C#N)c2nc3ccccc3n12 (stereo unspecified) | 103.5 | 95.6 | 84.1 | 101.9 | 93.4 | 106.4 | 89.9 | 76.8
CC(=O)Nc1cc(N2CCOCC2)c2nc(NC(=O)c3[nH]c(C)c(Cl)c3Cl)sc2c1 | 74.1 | 84.8 | 57.0 | 94.8 | 67.1 | 54.7 | 31.3 | 46.9
O=S(=O)(NCCCNc1nccc(-c2[nH]c(-c3ccccc3)nc2-c2ccc(Cl)c(O)c2)n1)c1cccc2ccccc12 | 46.0 | 27.0 | 19.8 | 17.4 | 16.4 | 6.4* | 44.0 | 21.9

(next part)
SMILES | BT-549 | UACC-257 | LOX IMVI | UACC-62 | MCF7 | MALME-3M | HS 578T | T-47D
CCCC[N+](C)(C)N | 98.0 | 93.9 | 94.7 | 99.3 | 93.0 | 101.1 | 107.7 | 102.7
Nc1cc(-c2ccc(Cl)cc2)nn1-c1nc2ccccc2nc1Cc1ccccc1 | 90.5 | 100.5 | 93.3 | 87.8 | 85.3 | 100.8 | / | 85.5
COc1cc2c(=O)n(CCCn3ccnc3)c3c4cc5c(cc4ccc3c2cc1OC)OCO5 | 28.4 | 4.0* | -62.4* | -50.9* | 4.2* | 39.9 | 32.4 | -10.9*
O=C(CSc1nnc(-c2ccco2)o1)NNC(=O)c1ccc(Cl)cc1 | 184.9 | / | 94.8 | 107.6 | 93.8 | 110.9 | 119.4 | 96.7
O=c1c2cc3ccncc3n2c(=O)c2cc3ccccc3n12 | 98.0 | 106.9 | 96.7 | 107.3 | 49.6 | 92.7 | 113.2 | 89.4
COc1ccc(C2C(C#N)=C(N)Oc3c2sc2c(F)cccc32)cc1 (stereo unspecified) | 37.0 | 64.9 | 29.9 | / | 15.4 | 65.4 | 42.4 | 23.8
Cc1ccc(/C=C/[C@H]2C[C@@H]2CCO)cc1 | 97.7 | / | 93.6 | 95.0 | 92.5 | 109.2 | 97.1 | 86.9
Cn1c(=O)c2[nH]c(CCCCCCCc3nc4c([nH]3)c(=O)n(C)c(=O)n4C)nc2n(C)c1=O | 80.1 | 105.2 | 95.5 | 95.4 | 96.9 | 104.0 | 90.9 | 89.4
O=C1OC(c2ccc(Cl)c(Cl)c2)=C/C1=C/c1ccccc1 | 110.5 | 115.6 | 96.3 | 93.9 | 102.2 | 107.9 | 101.8 | 94.5
O=C(Nc1ccccc1)c1cc(-n2cnc([N+](=O)[O-])c2)cc(-n2cnc([N+](=O)[O-])c2)n1 | 112.8 | 89.3 | 94.2 | 103.0 | 116.0 | 94.4 | 96.7 | 107.0

An excerpt from above, reduced to BT-549 and T-47D:
smiles	BT-549	T-47D
Cc1ccc(/C=C/[C@H]2C[C@@H]2CCO)cc1	97.7	86.9
Cn1c(=O)c2[nH]c(CCCCCCCc3nc4c([nH]3)c(=O)n(C)c(=O)n4C)nc2n(C)c1=O	80.1	89.4
O=C1OC(c2ccc(Cl)c(Cl)c2)=C/C1=C/c1ccccc1	110.5	94.5

Next part
SMILES | BT-549 | UACC-257 | LOX IMVI | UACC-62 | MCF7 | MALME-3M | HS 578T | T-47D
O=C1NC(=O)C2(CCCC2C(=O)O)N1 (stereo unspecified) | 102.1 | 86.7 | 91.1 | 102.8 | 96.2 | 139.9 | 115.2 | 106.1
C#CCOc1ccccc1C(Nc1ccc(C)cc1C)c1nnnn1C1CCCCC1 (stereo unspecified) | 97.7 | 81.2 | 93.2 | 57.0 | 84.2 | 88.5 | 88.3 | 74.4
CCN(CC)CCCC(C)Nc1nncc2cc(Cl)ccc12 (stereo unspecified) | 115.5 | 114.4 | 101.3 | 118.8 | 104.9 | 109.0 | 118.9 | 104.1
C/C(=C\c1ccc(O)cc1O)c1ccc2ccc(O)cc2[o+]1 | 45.5 | 84.0 | 3.0* | 59.5 | 22.2 | 56.8 | 90.2 | 56.0
CCCC1O[C@@H]2CC3C4CCC5=CC(=O)C=CC5(C)C4[C@@H](O)CC3(C)[C@]2(C(=O)CO)O1 (stereo partly specified) | 82.2 | 91.7 | 89.1 | 99.4 | 72.1 | 86.2 | 114.0 | 88.1
COc1ccc(CNc2c3ccccc3nc3ccccc23)cc1F | 49.5 | 37.8 | 1.2* | 42.4 | 2.3* | 23.6 | 45.5 | 35.0
CCCCCC(=O)OC1(C(C)=O)CCC2C3CCC4=CC(=O)CCC4C3CCC21C (stereo unspecified) | 77.4 | 70.3 | 71.9 | 58.7 | 88.4 | 86.3 | / | 76.6
CCCCCCCc1n(Cc2ccc3ccccc3c2)c2ccccc2[n+]1Cc1ccc2ccccc2c1 | -86.6* | -76.5* | -75.1* | -89.6* | -64.7* | -67.2* | -42.7* | -74.2*
O=C(/C=C/c1ccc([N+](=O)[O-])cc1)c1cc2ccccc2oc1=O | 98.4 | 105.6 | 93.5 | 94.4 | 82.3 | 96.4 | 92.3 | 91.6
COc1nc2c(cc1S(=O)(=O)c1ccccc1)CCc1c-2cnn1Cc1ccccc1 | 62.8 | 48.3 | 65.9 | 52.0 | 15.4 | 91.3 | 79.9 | 16.3
CN1C(=O)CSc2ccc3nsnc3c21 | 88.8 | 103.2 | 95.3 | 94.8 | 100.2 | 107.7 | 105.6 | 80.1
COC(=O)CC[C@@H]1O[C@@H](c2cccc(C(F)(F)F)c2)[C@@H](I)[C@H]1O | 96.0 | 101.0 | 98.1 | 94.2 | 93.7 | 95.1 | 92.8 | 93.2
Cc1c(-c2ccccc2)n(O)[n+]([O-])c1-c1ccccc1 | 96.0 | 98.7 | 97.0 | 103.9 | 101.7 | 107.7 | 104.2 | 89.9
CCCCCCCCCCCCNC(=S)N/N=C/c1ccc(Cl)cc1 | 137.8 | 107.7 | 121.3 | 91.7 | 85.1 | 109.6 | 110.6 | 102.5
CN(C)CCCn1c(=O)n(Cc2ccc(F)cc2)c(=O)n(Cc2ccc(F)cc2)c1=O | 100.9 | 104.2 | 94.1 | 106.2 | 91.2 | 106.7 | 93.7 | 90.8
CC(C)(C)C(=O)/C=c1/[nH]c(=O)/c(=C/c2ccccc2O)s1 | 71.8 | 82.1 | 40.0 | 58.3 | 28.1 | 66.4 | 71.7 | 41.3
O=C1CC2(CCCCC2)Oc2cccnc21 | 103.6 | 90.4 | 95.7 | 93.5 | 96.7 | 103.8 | 98.0 | 106.3
COc1cc2c(Nc3ccc(-c4ccc(N)cc4)cc3)ncnc2c(OC)c1OC | 85.5 | 43.8 | 31.1 | 7.0* | 36.1 | 36.5 | 70.6 | 83.0
Cc1cc(NS(=O)(=O)c2ccc(-c3cnc(C4CC4)o3)cc2)ccc1Cl | 28.8 | 45.0 | 46.5 | 26.4 | 11.1 | 46.3 | 11.9 | 32.4
CC(C)/C=N/NC(N)=S | 104.7 | 40.5 | 96.0 | 97.3 | 8.5* | 80.3 | 90.7 | 45.6
Cc1ccc(OCc2ccc(C(=O)Nc3nccs3)o2)cc1 | 109.8 | 97.8 | 97.7 | 93.1 | 94.6 | 108.1 | 106.1 | 94.1
O=C1CCN(c2ccc(-c3ccsc3)cc2)N1c1ccc(-c2ccsc2)cc1 | 98.9 | 85.8 | 89.9 | 64.8 | 77.2 | 90.7 | 89.6 | 80.3
Oc1c(CCl)cc(Cl)cc1Cc1cc(Cl)cc(Cc2cc(Cl)cc(CCl)c2O)c1O | 23.9 | 36.1 | 47.7 | 4.6* | 8.6* | 27.9 | 26.1 | 22.1
FC(F)(F)c1cccc(Nc2ccccc2)c1 | 98.2 | 97.4 | 98.7 | 96.5 | 93.5 | 99.7 | 104.8 | 100.8
O=C(Nc1ccc(Oc2cccc(Cl)c2)c(Cl)c1)c1cccnn1 | 98.5 | 103.8 | 88.5 | 74.7 | 91.7 | 103.8 | 106.2 | 72.4
